Screens deposited in PubChem by several laboratories.
SR-BI DiI-HDL act – activators of SR-BI mediated DiI-HDL uptake, primary screen, ldlA[mSR-BI] CHO cells, DiI fluorescence; 0.096% of 320,000 active; 3 h; 100 = double the neutral-control signal; AID 504775, 2011; activation, % at 12.5 µM;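 active = mean replicate activation of at least 60% and every replicate at or above 60%; inconclusive = mean or all-replicate condition met, but not both; inactive = mean below 60% and not all replicates reaching 60%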;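 note: 0% = median plate neutral-control signal and 100% = twice that signal; values of inactives mirror those of a sister screen read the other way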
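Assay system: LDL receptor-deficient CHO ldlA cells overexpressing murine SR-BI / Medium: BSA-supplemented, HEPES-buffered Ham's F12, pH 7.4 / Probe or stimulus: DiI-labelled HDL at 10 µg/mL final / Timing: compound with DiI-HDL co-incubation, 3 h at 37 °C / Technique: bottom-read cell fluorescence after medium removal, ex 550/em 595 nm / Measure: HDL uptake via cellular fluorescence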
AddAB inh – growth inhibition of E. coli expressing H. pylori AddAB, primary screen, AddAB inhibitor project, absorbance | AID 435030, 2010 | 0.29% of 330,000 active | inhibition, % at 11.9 µM; in the data active = inhibition above about 12%;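 note: 0% = vehicle wells of infected cells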
Wnt bcat act – Wnt/beta-catenin pathway activators, primary screen, cell-based, plate reader, single point | 1.2% of 300,000 active | AID 743398, 2014 | activation, % at 9.35 µM | Wnt/beta-catenin reporter cell assay, activator; in the data active = activation above about 30%, passing the limit was not always enough; inconclusive = no clear call, values can overlap the other calls;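 note: 0% = neutral control wells and 100% = positive control wells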
MITF act – activators of MITF-driven TRPM1 promoter reporter, primary screen, cell-based, SK-MEL-5, luciferase, single point; activation, % at 12.5 µM; SK-MEL-5 TRPM1-promoter luciferase, 24 h; % of positive control, neutral wells = 0; AID 588334, 2011; 0.75% of 300,000 active;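 active = mean activation of at least 80% with every replicate also reaching 80%; inconclusive = mean reaches 80% but some replicate falls short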;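 note: 0% = neutral control wells and 100% = parthenolide positive control wells; values of inactives mirror those of a sister screen read the other way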
SR-BI HDL uptake – inhibitors of SR-BI mediated HDL lipid uptake, primary screen, ldlA[mSR-BI] cells, fluorescence, single point; 0.96% of 320,000 active; Scavenger receptor class B member 1 (Mus musculus), Q61009; AID 488896, 2010; inhibition, % at 12.5 µM; ldlA[mSR-BI] CHO cells, DiI-HDL uptake fluorescence, 3 h;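 active = mean replicate inhibition of at least 70% and a set share of replicates each scoring 70 or more; inconclusive = meets just one of the two criteria; inactive = fails both criteria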;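 note: 0% = median of neutral control wells and 100% = median of positive control wells; values of inactives mirror those of a sister screen read the other way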
Target sequence (Q61009 whole entry, looked up): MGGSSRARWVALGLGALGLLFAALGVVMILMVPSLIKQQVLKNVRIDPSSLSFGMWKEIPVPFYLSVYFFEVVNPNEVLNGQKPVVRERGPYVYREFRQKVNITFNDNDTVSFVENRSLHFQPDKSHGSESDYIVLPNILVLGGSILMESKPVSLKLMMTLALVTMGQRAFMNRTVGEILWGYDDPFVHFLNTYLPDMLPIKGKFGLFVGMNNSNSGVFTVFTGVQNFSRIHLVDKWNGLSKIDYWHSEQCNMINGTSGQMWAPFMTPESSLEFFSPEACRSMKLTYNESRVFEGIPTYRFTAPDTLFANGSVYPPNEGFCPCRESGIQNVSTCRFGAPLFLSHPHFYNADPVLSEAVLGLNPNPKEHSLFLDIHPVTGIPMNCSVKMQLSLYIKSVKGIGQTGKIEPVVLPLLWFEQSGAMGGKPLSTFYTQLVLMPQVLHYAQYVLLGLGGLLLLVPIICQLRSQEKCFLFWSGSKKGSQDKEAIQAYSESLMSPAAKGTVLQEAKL
Ecoli viability – E. coli V3065 growth inhibition, primary screen, counter-screen for AddAB inhibitor project, absorbance, OD600 | inhibition, % at 11.9 µM | 0.27% of 330,000 active | 18 h;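 active = inhibition above the campaign's mean inhibition across all tested compounds plus 3 SD, cut at about 9.9% in these data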;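 note: uninfected addAB+ strain grown without phage in ampicillin broth; 0% = DMSO wells and 100% = ciprofloxacin 0.95 µg/ml wells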
Tat export inh – E. coli Tat export inhibitors, primary screen, MC4100, TorA-mCherry reporter, fluorescence, single point; 0.036% of 340,000 active; inhibition, % at 10 µM;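 active = mean replicate inhibition at least 50% and at least half of replicates individually reaching 50%; inconclusive = only one of the two criteria met; inactive = neither criterion met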;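 note: exported cargo escapes ClpAP degradation while cytoplasmic cargo is degraded and loses fluorescence; 0% = median of neutral control wells and 100% = median of NaSCN control wells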
phage Ecoli inh – growth loss of phage-infected E. coli, primary screen, RecBCD inhibitor project, absorbance, with phage, HTS; inhibition, % at 11.9 µM; 0.26% of 360,000 active; in the data active = inhibition above about 11%
CAL PDZ FP-1 – untagged CAL PDZ binding inhibitors, primary screen, biochemical, fluorescence polarization, HTS; purified CAL PDZ, TMR-peptide fluorescence polarization, 1 h; inhibition, % at 24.9 µM; 0.92% of 300,000 active; Golgi-associated PDZ and coiled-coil motif-containing protein (Homo sapiens), Q9HD26; AID 602252, 2012;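 active = mean inhibition of at least 30% with at least half of replicates also reaching 30%; inconclusive = no clear call, values can overlap the other calls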;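 note: 0% = DMSO neutral control and 100% = excess unlabeled competitor peptide PRC23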
CAL PDZ FP-2 – CAL PDZ peptide-binding inhibitors, primary screen, biochemical, fluorescence polarization, Cer-tagged CAL PDZ, HTS | Golgi-associated PDZ and coiled-coil motif-containing protein (Homo sapiens), Q9HD26 | purified CAL PDZ, TMR-peptide fluorescence polarization, 1 h | inhibition, % at 20 µM | 0.02% of 330,000 active | AID 504414, 2011;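 active = highest replicate inhibition of at least 40%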;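 note: plate controls were DMSO neutral control wells for no effect and unlabeled competitor peptide control wells for full effect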
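System: tagged CAL PDZ domain. Schedule: 1 h room-temperature incubation prior to read. Signal: fluorescence polarization (mP). Measure: percent inhibition from loss of millipolarization.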
Active calls of the source: *; ? = inconclusive; . = not tested or not shown.

SMILES	SR-BI DiI-HDL act	AddAB inh	Wnt bcat act	MITF act	SR-BI HDL uptake	Ecoli viability	Tat export inh	phage Ecoli inh	CAL PDZ FP-1	CAL PDZ FP-2
Cc1ccc(NC(=O)c2ccc(NCC3CCCO3)c([N+](=O)[O-])c2)cc1Cl (stereo not drawn)	-61	2.0	-4	-7	61	0.7	-2	3.2	1	-0.2
CC1CN(C2=NC(=O)/C(=C/c3ccncc3)S2)CC(C)O1 (stereo not drawn)	2	-2.5	2	-1	-2	-0.6	4	1.9	2	0.8
CC1=NN(C(=O)c2ccccc2-n2cccc2)C(O)(C(F)(F)F)C1 (stereo not drawn)	32	0.2	-3	6	-32	-0.7	14	2.5	-1	-0.5
CCn1cc(CCC(=O)NCCc2ccccc2)c2ccccc21	-33	1.5	0	9	33	0.0	-1	-1.2	-10	0.5
Cc1sc2nc(COC(=O)CNC(=O)c3ccc(C(C)(C)C)cc3)[nH]c(=O)c2c1C	42	3.7	4	14	-42	0.1	-10	1.2	-2	-1.3
O=C(Nc1cccc(O)c1)c1cc(S(=O)(=O)N2CCCC2)ccc1Cl	5	6.4	1	-15	-5	1.8	-7	1.8	3	.
CCSc1ncc(Cl)c(C(=O)Nc2ccccc2F)n1	34	3.0	1	.	-34	0.2	-1	-1.2	0	-0.5
CC(=O)C1C(c2ccc(C)cc2)c2c(n[nH]c2C)CC1(C)O (stereo not drawn)	18	-1.6	-2	3	-18	0.4	7	2.9	1	-0.5
CCCCN(CCCNC(=O)C1CCN(S(=O)(=O)CC)CC1)c1ccccc1	-27	-2.2	0	16	27	-1.1	3	0.6	-1	-2.0
CCNc1nc(-c2cc(C)n(Cc3ccco3)c2C)cs1	-22	0.8	-2	10	22	-2.9	-4	2.4	-4	-2.3
Cc1ccc(O)c(C(=O)c2cnc3c(c2)c(-c2ccc(F)cc2)c(C#N)c(=O)n3C)c1	-29	0.2	0	-5	29	-1.8	-8	-1.5	1	-2.7
COc1cccc(CNc2nc3ccccc3n2C)c1O	-14	4.0	16	.	14	0.2	11	1.6	44*	18
CC/C(=N\Nc1ccc([N+](=O)[O-])cc1)c1ccccc1	-43	0.9	.	2	43	1.4	7	.	0	-1.7
CCn1cc(C(=O)OCc2cccc(Br)c2)c(=O)c2ccc(C)nc21	16	1.8	.	.	-16	-1.2	3	2.5	-2	0.5
COc1ccc(S(=O)(=O)N2CCN(C)CC2c2ccccc2)cc1OC (stereo not drawn)	30	.	-1	2	-30	.	5	3.5	3	-0.2
O=S(=O)(c1cc(Cl)cc(Cl)c1)N1CCC2CC1c1cc(Cl)ccc12 (stereo not drawn)	-6	.	-2	7	6	.	5	3.3	-2	-0.7
CC(C)OCCCNc1ncnc2c1cnn2-c1ccccc1	6	3.8	.	20	-6	0.1	4	0.2	-1	-0.6
CCN(CC)CCCN(Cc1cc2cc3c(cc2[nH]c1=O)OCO3)C(=S)NCc1ccco1	7	-1.7	-1	8	-7	0.9	4	4.0	.	-1.3
COc1ccc(NC(=O)CSc2nnc(-c3ccccc3)n2Cc2ccco2)cc1OC	-17	-0.8	.	-3	17	-0.4	-2	2.9	13	0.0
CCc1cccc(NC(=S)N2CCC(c3ccccc3)C2)c1 (stereo not drawn)	.	0.9	20	70	.	1.5	5	2.6	-5	-3.2
Cc1ccc(-n2ncc3c(SCc4cccnc4)ncnc32)c(C)c1	5	.	6	1	-5	.	2	1.8	-2	-1.0
Cc1ccc2nc(-c3ccccn3)oc2c1	-1	2.8	.	.	1	-0.7	-2	0.8	-2	-1.9
C/C(=N\Nc1nc2ccccc2[nH]1)c1ccc(C)o1	6	-3.6	.	5	-6	-5.2	-5	-2.3	-3	0.7
O=C1NC(c2ccccc2)=N/C1=C/c1ccco1	4	4.2	?	51	-4	1.2	-2	2.5	0	-2.4
COC(=O)c1ccc(-c2ccc(F)cc2)nc1C	-20	1.2	28	105*	20	-1.7	-11	1.1	-7	0.7
N#Cc1cc2c(nc1S(=O)(=O)Cc1ccccc1)CCCC2	3	0.5	6	6	-3	-1.8	-4	2.2	-4	-0.2
COc1ccccc1NC(=S)N1CCN(c2ccccc2F)CC1	-2	.	1	.	2	.	-5	-0.8	1	0.4
CCc1cccc(C)c1NC(=O)CSc1n[nH]c(N)n1	12	1.2	-2	-2	-12	0.1	-10	4.0	-1	0.1
C=CCn1c(C)cc(C2=NNC(=NCc3ccccc3)SC2)c1C	-18	3.0	7	35	18	0.0	4	1.9	0	0.5
c1ccc(Cn2c(NCc3ccccn3)nc3ccccc32)cc1	31	0.8	0	-12	-31	-0.8	5	4.1	-4	-0.8
Cc1ccc(C)c(NC(=O)CS(=O)(=O)c2cn(C)c3ccccc23)c1	-17	0.6	-4	-7	17	0.2	-4	1.3	-1	-1.6
N=c1oc2ccc(Br)cc2cc1C(=O)NCc1ccccc1	4	-0.4	-1	-5	-4	-2.4	-10	-0.1	-3	-2.2
CC(=O)N1CCN(CC(=O)Nc2cc(F)ccc2C)CC1	34	4.6	1	.	-34	-0.2	-3	1.1	13	0.9
CCOC(=O)N1CCc2c(sc3nc4n(c(=O)c23)N=C(C)CS4)C1	-29	2.1	.	4	29	0.9	4	2.6	-3	-0.8
CC(C)CC(C(=O)NCC1CCCO1)N(C(=O)Cn1nnc(-c2ccc(F)cc2)n1)c1ccccc1F (stereo not drawn)	-18	-1.5	.	-3	18	-0.8	-3	-0.5	.	0.9
CSc1ccc(C2=CC(=O)C[C@H](c3ccc(Cl)cc3)C2)cc1	-26	1.6	-4	2	26	0.5	-1	1.4	0	0.8
O=c1[nH]c2ccc(Br)cc2c(-c2ccccc2)c1N1CCOCC1	5	0.4	-2	1	-5	-0.1	0	2.8	.	-0.9
COC(=O)[C@H]1C[C@@H]1[C@H](N)c1ccccc1	25	0.0	-3	11	-25	-0.1	-6	1.6	0	-0.6
CN1C(=O)/C(=C/c2ccccc2F)Sc2ccc(C(=O)NCC3CCCO3)cc21 (stereo not drawn)	-70	2.4	-1	-7	?	1.2	2	1.6	-6	-3.1
CCOc1ccc(CN2CCN(C(=O)c3cccc(F)c3)CC2)cc1	17	3.6	-5	-8	-17	-2.8	0	0.6	-3	-1.0
COc1cccc(NC(=O)C(=O)c2cn(CC(=O)N3CCOCC3)c3ccccc23)c1	-34	6.2	3	34	34	-1.0	2	-0.5	-3	-1.5
O=C(CN1CCCCCC1)Nc1ccccc1C(=O)Nc1ccccc1	-5	2.4	-3	-6	5	-1.2	0	0.1	15	-1.3
COc1ccccc1N1CCN(C(=O)C2CCC(Cn3c(=S)[nH]c4ccccc4c3=O)CC2)CC1 (stereo not drawn)	-41	3.8	.	-6	41	2.1	5	3.9	.	-1.3
O=C(CC1Sc2ccccc2NC1=O)Nc1cccnc1 (stereo not drawn)	40	3.8	0	4	-40	-0.9	0	3.3	-2	-1.1
CCN1CCN(C(CNS(=O)(=O)c2cccs2)c2cccnc2)CC1 (stereo not drawn)	17	1.4	-1	7	-17	0.1	8	5.1	-4	-0.5
CC(CCl)OC(C)CCl (stereo not drawn)	2	-0.8	0	5	-2	-4.3	1	-2.1	3	-0.3
Cc1ccc(OCCOCCNC(C)(C)C)c([N+](=O)[O-])c1	-5	3.1	1	-11	5	0.6	?	-0.9	.	-0.4
O=C(OCC(=O)N1CCCC1=O)C1CCN(S(=O)(=O)c2ccc(Cl)c(C(F)(F)F)c2)CC1	37	-0.7	2	-1	-37	2.3	1	1.2	-1	-2.5

Taken from above:
Entry for `CCOc1ccc(CN2CCN(C(=O)c3cccc(F)c3)CC2)cc1` under AddAB inh: 3.6
Entry for `CCN1CCN(C(CNS(=O)(=O)c2cccs2)c2cccnc2)CC1` (stereo not drawn) under CAL PDZ FP-2: -0.5

More results:
SMILES	SR-BI DiI-HDL act	AddAB inh	Wnt bcat act	MITF act	SR-BI HDL uptake	Ecoli viability	Tat export inh	phage Ecoli inh	CAL PDZ FP-1	CAL PDZ FP-2
CCc1ccc(-c2cc(C)no2)cc1S(=O)(=O)NCc1ccco1	-18	2.1	-3	10	18	2.7	-8	0.9	-2	-1.8
CCOC(=O)CC1=C(C(=O)OCC)C(c2ccc(OC)c(OC)c2)C(C#N)=C(N)O1 (stereo not drawn)	22	2.4	11	.	-22	-1.8	9	1.6	-2	0.2
Cc1nnsc1S(=O)c1ccc(Cl)cc1 (stereo not drawn)	9	-1.3	-2	-12	-9	-0.5	0	2.5	3	-4.2
COc1ccccc1CNC(=O)COC(=O)c1ccc(C)c(S(=O)(=O)N2CCCCC2)c1	-11	-0.2	-2	-5	11	-1.2	11	-2.4	.	-27
O=C(O)CC(NC(=O)C12CC3CC(CC(C3)C1)C2)c1cccc(Cl)c1 (stereo not drawn)	17	0.9	-1	10	-17	2.2	2	0.8	-2	-0.2
Cc1ccc(CNC(=O)CN(C)S(=O)(=O)c2cccs2)cc1	9	1.3	-14	-13	-9	-1.9	-13	3.2	-1	-2.4
Cc1nc2ccc(S(=O)(=O)NC(C(=O)Nc3nc4ccc(Cl)cc4s3)C(C)C)cc2s1 (stereo not drawn)	-31	3.0	-5	4	31	0.4	0	3.6	.	-0.5
Cc1ccc(NC(=O)CN(C)C(=O)c2ccc(Cl)c(S(=O)(=O)NCc3ccco3)c2)cc1	-7	0.8	-1	-3	7	-1.7	-10	2.5	-2	-0.1
CCOC(=O)C(C)(C)Oc1ccc(Cl)cc1	-4	2.9	-5	-5	4	0.0	-12	3.3	-6	0.6
CCOc1ccc(CCNC(=O)CSc2cc(=O)n(C)c3cc(Cl)ccc23)cc1OCC	-36	2.8	.	1	36	0.4	-8	2.3	9	-3.3
CC(=O)N1CCN(c2ccc(NCc3ccc(C)cc3)cc2)CC1	-6	-0.4	2	.	6	-0.9	1	1.9	-2	-2.2
CSCCC(NC(=O)c1cccc(C)c1)C(=O)OCC(=O)Nc1c(C)nn(-c2ccccc2)c1C (stereo not drawn)	23	4.4	0	10	-23	-0.9	7	0.8	-4	-2.1
Cc1cc(CN(C)C(=O)CC2C(=O)NCCN2Cc2c(F)cccc2Cl)n[nH]1 (stereo not drawn)	10	0.3	-11	1	-10	-2.5	13	5.0	1	-0.1
Cc1ccccc1CN1CCNC(=O)C1CC(=O)O (stereo not drawn)	7	-2.1	-2	-3	-7	-1.8	-9	-1.0	.	-0.9

Outcome played no part in choosing rows; 3.6% or so of the library scored in one or more.
